Screening results (PubChem BioAssay)
EZH2 inh: inhibitors of human EZH2/PRC2 methyltransferase; inhibition, % at 12.5 µM; AID 651548; actives 0.35% (n = 57,000); PRC2 H3K27 methylation, DELFIA TRF, 1 h;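 active = mean inhibition of replicates at least 50% and every single replicate also reaching 50%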;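 note: dimethyl H3K27 on biotinylated H3 21-44 peptide detected by antibody; plate controls were median neutral control wells for no effect and median positive control wells for full effect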
Target sequence (Q15910 whole entry, looked up): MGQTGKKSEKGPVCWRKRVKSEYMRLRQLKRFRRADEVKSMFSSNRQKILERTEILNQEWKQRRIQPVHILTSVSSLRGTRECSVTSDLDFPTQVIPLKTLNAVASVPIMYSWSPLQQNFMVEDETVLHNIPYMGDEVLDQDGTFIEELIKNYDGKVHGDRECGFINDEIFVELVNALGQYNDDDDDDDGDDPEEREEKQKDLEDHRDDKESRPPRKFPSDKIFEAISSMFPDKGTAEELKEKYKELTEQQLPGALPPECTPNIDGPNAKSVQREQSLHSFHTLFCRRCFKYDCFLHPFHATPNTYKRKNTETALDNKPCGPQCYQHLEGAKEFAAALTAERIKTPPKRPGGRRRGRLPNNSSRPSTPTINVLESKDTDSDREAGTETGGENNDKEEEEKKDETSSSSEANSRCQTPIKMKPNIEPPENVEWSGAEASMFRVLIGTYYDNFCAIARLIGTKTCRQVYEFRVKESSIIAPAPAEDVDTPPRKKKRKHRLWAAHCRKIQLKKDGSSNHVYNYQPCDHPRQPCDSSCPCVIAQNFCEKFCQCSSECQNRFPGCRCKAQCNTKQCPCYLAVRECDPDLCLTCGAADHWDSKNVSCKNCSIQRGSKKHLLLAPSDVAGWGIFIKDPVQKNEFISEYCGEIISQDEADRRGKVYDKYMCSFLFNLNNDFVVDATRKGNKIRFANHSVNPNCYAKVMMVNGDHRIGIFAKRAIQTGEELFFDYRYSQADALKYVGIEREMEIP
IDH1 R132H inh: inhibitors of human IDH1 R132H | O75874 | actives 0.18% (n = 70,000) | inhibition, % at 10 µM | IDH1 R132H reductase, diaphorase/resazurin fluorescence, 60 min | AID 624101; in the data active = inhibition above about 34%;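 note: 0% = DMSO and 100% = no enzyme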
* hit, by the source's call; . = not tested or not shown. Some of the compounds tested (hit frequency here may not be typical).

Structure,EZH2 inh,IDH1 R132H inh
CCCC#Cc1ccc2c(c1)O[C@@H](CN(C)Cc1ccc3c(c1)OCO3)[C@@H](C)CN([C@@H](C)CO)S2(=O)=O,3.3,-1.3
C[C@H](CO)N1C[C@H](C)[C@H](CN(C)C)Oc2c(NC(=O)c3ccncc3)cccc2C1=O,1.0,.
COC(=O)c1ccc(NC(=O)CN(c2cc(Cl)c(Cl)cc2Cl)S(C)(=O)=O)cc1,13.9,0.0
COCC(=O)N[C@H]1CC[C@H](CC(=O)N2CCCCC2)O[C@H]1CO,2.5,0.2
C[C@@H]1CN([C@H](C)CO)S(=O)(=O)c2ccc(C#CC(C)(C)O)cc2O[C@H]1CN(C)C(=O)C1CC1,14.1,.
CN1CCN(C(=O)C[C@@H]2C[C@@H]3c4cc(NC(=O)Nc5ccccc5F)ccc4O[C@@H]3[C@H](CO)O2)CC1,0.5,-0.2
C[C@H](CO)N1C[C@H](C)[C@@H](CN(C)C(=O)C2CC2)Oc2cc(-c3ccc(C(=O)N(C)C)cc3)ccc2S1(=O)=O,3.8,-0.4
C[C@H]1CN([C@@H](C)CO)C(=O)CCCn2cc(nn2)CO[C@H]1CN(C)C(=O)NC1CCCC1,-0.5,-2.1
CN(C)C(=O)C[C@H]1C[C@H]2c3cc(NC(=O)Nc4ccccc4)ccc3O[C@H]2[C@@H](CO)O1,22.9,-2.7
COc1ccc(OC)c(NC(=O)CNC(=O)c2ccccc2F)c1,-1.3,-0.3
COc1ccc(S(=O)(=O)Nc2ccc3c(c2)[C@@H]2C[C@@H](CC(=O)O)O[C@@H](CO)[C@@H]2O3)cc1,-2.2,0.1
COc1ccc(S(=O)(=O)N(C)C[C@@H]2Oc3ccc(NS(=O)(=O)c4ccc(Cl)cc4)cc3CC(=O)N([C@@H](C)CO)C[C@@H]2C)cc1,.,-2.1
CC(C)C#Cc1ccc2c(c1)O[C@H](CN(C)C(=O)C1CCCCC1)[C@@H](C)CN([C@H](C)CO)S2(=O)=O,-3.8,.
CO[C@H]1CN(C)C(=O)c2ccc(NC(=O)C3CC3)cc2OC[C@@H](C)N(C(=O)c2cccnc2)C[C@@H]1C,4.0,-0.5
C[C@@H]1CN([C@@H](C)CO)C(=O)c2cccc(NC(=O)c3cnccn3)c2O[C@@H]1CN(C)Cc1ccc(-c2ccccc2)cc1,-3.5,.
C[C@@H]1CN([C@H](C)CO)C(=O)c2cc(NC(=O)CCCN(C)C)ccc2O[C@@H]1CN(C)Cc1ccc(Oc2ccccc2)cc1,-9.2,-0.1
COCC(=O)Nc1ccc2c(c1)OC[C@@H](C)N(Cc1ccccc1F)C[C@H](C)[C@H](OC)CN(C)C2=O,-2.7,-0.1
O=[N+]([O-])c1ccc(OCCCSc2ncccn2)cc1,3.7,-0.2
C[C@H]1CN([C@@H](C)CO)C(=O)c2cc(C#Cc3ccccc3)cnc2O[C@H]1CN(C)C(=O)CCN1CCCCC1,.,0.3
C[C@H]1CN([C@@H](C)CO)C(=O)Cc2cc(NC(=O)Nc3cccc4ccccc34)ccc2O[C@H]1CN(C)Cc1ccc(-c2ccccc2)cc1,.,-0.2
C[C@H]1CN([C@@H](C)CO)S(=O)(=O)c2ccc(C#CC3(O)CCCC3)cc2O[C@@H]1CN(C)C(=O)c1cccnc1,6.2,0.9
Cc1noc(C)c1S(=O)(=O)Nc1ccc2c(c1)C(=O)N([C@@H](C)CO)C[C@@H](C)[C@H](CN(C)S(=O)(=O)c1cn(C)cn1)O2,.,1.0
C[C@H](C(=O)N(C)C[C@H]1OCc2ccccc2-c2ccccc2C(=O)N([C@@H](C)CO)C[C@H]1C)c1ccccc1,3.6,-0.5
CO[C@@H](C(=O)N(C)C[C@H]1OCc2ccccc2-c2c(n(C)c3ccccc23)C(=O)N([C@@H](C)CO)C[C@@H]1C)c1ccccc1,10.6,.
O=C(C[C@H]1C=C[C@H](NC(=O)c2ccc(F)cc2)[C@@H](CO)O1)NCCc1ccncc1,5.2,0.1
C[C@H](CO)N1C[C@H](C)[C@@H](CN(C)C)OCCCC[C@H](C)Oc2ccc(NS(=O)(=O)c3ccccc3)cc2C1=O,13.5,.
O=C(N/N=C/c1ccc(I)cc1)c1ccccn1,-33.5,.
CO[C@@H]1CN(C)C(=O)c2cc(NC(=O)Nc3cccc(F)c3)ccc2OC[C@@H](C)N(C(=O)C2CC2)C[C@@H]1C,-35.4,.
C[C@@H]1CN([C@H](C)CO)S(=O)(=O)c2ccc(C3=CCCC3)cc2O[C@@H]1CN(C)C(=O)Nc1ccc2c(c1)OCO2,.,0.4
C[C@@H]1CCCCO[C@@H](CN(C)C(=O)Nc2ccc3c(c2)OCO3)[C@@H](C)CN([C@H](C)CO)C(=O)c2cc(NC(=O)CCCCCC(=O)Nc3ccccc3N)ccc2O1,-12.0,0.0
C[C@H]1CN([C@@H](C)CO)C(=O)c2cc(-c3cccnc3)cnc2O[C@H]1CN(C)C(=O)Nc1ccc(C(F)(F)F)cc1,6.0,0.0
CCCNC(=O)C[C@@H]1C[C@@H]2c3cc(NC(=O)NC4CCCCC4)ccc3O[C@@H]2[C@@H](CO)O1,2.2,0.8
C[C@@H]1CN([C@@H](C)CO)C(=O)c2cc(NS(C)(=O)=O)ccc2O[C@@H](C)CCCCO[C@@H]1CN(C)C(=O)CCC(F)(F)F,5.1,-0.1
CC(C)C#Cc1ccc2c(c1)O[C@@H](CN(C)C(=O)c1cccc(F)c1)[C@H](C)CN([C@H](C)CO)S2(=O)=O,-2.1,-0.3
CNC[C@@H]1Oc2c(N)cccc2C(=O)N([C@H](C)CO)C[C@@H]1C,7.0,5.6
CC(C)CC#Cc1cnc2c(c1)C(=O)N([C@@H](C)CO)C[C@H](C)[C@@H](CN(C)C(=O)c1cccc(F)c1)O2,-2.4,-0.2
CC(C)C#Cc1cnc2c(c1)C(=O)N([C@H](C)CO)C[C@@H](C)[C@@H](CN(C)C(=O)c1cccnc1)O2,7.4,0.2
C[C@@H]1CCCCO[C@H](CN(C)C(=O)NC2CCCCC2)[C@H](C)CN([C@H](C)CO)C(=O)c2cc(N(C)C)ccc2O1,0.8,-0.7
C[C@H]1CN([C@@H](C)CO)S(=O)(=O)c2ccc(C#CC3CCCCC3)cc2O[C@H]1CN(C)Cc1cccnc1,-5.9,.
C[C@@H]1CCCCO[C@@H](CN(C)C(=O)CCCN(C)C)[C@@H](C)CN([C@H](C)CO)C(=O)c2cc(NC(=O)C3CCCCC3)ccc2O1,.,0.3
Cc1ccc(C)c(OCC(=O)Nc2cccc(-c3nc4ccccc4o3)c2)c1,0.1,1.7
C[C@H]1CN([C@@H](C)CO)C(=O)Cc2cc(NS(=O)(=O)c3ccc(Cl)cc3)ccc2O[C@H]1CN(C)C(=O)NC1CCCCC1,.,0.3
CC(=O)N(C)C[C@H]1Oc2cc(-c3cccc(C#N)c3)ccc2S(=O)(=O)N([C@H](C)CO)C[C@H]1C,.,-0.1
O=C1N(Cc2ccccc2)Cc2ccccc2C[C@@]12N=C(c1ccc(OCCCO)cc1)O[C@H]2c1ccccc1,10.2,.
CCc1nc(SCC(=O)Nc2ccc(C(=O)OC)cc2)n[nH]1,0.2,0.0
O=C(CSc1nc2ccc(NC(=O)c3ccccc3)cc2s1)Nc1ccccc1C(F)(F)F,.,2.9
CO[C@@H]1CC[C@H]2CCN(C)C(=O)[C@@H](C)[C@H](OC)CN(C)C(=O)c3cc(C#N)ccc3OC[C@@H]1O2,-10.5,-0.1
C[C@H](CO)N1C[C@H](C)[C@@H](CN(C)S(=O)(=O)c2cn(C)cn2)OCc2ccccc2-c2c(n(C)c3ccccc23)C1=O,6.3,.
C#CCNC(=O)C1=C[C@@H](C(C)(C)C)C[C@@H](OCc2ccc(CO)cc2)O1,0.0,.
C[C@H](CO)N1C[C@H](C)[C@H](CN(C)CC2CCCCC2)OCCCC[C@H](C)Oc2ccc(NC(=O)c3ccccc3)cc2C1=O,.,2.3
Cc1ccc(-c2nc3ccccc3o2)cc1NC(=O)COc1ccccc1[N+](=O)[O-],-20.4,0.3
C[C@H]1CN([C@@H](C)CO)C(=O)CCCn2cc(nn2)CO[C@@H]1CN(C)C(=O)Cc1ccccc1,8.8,-0.3
N#C[C@H]1[C@@H](c2ccc(-c3ccccc3F)cc2)[C@@H](CO)N1C(=O)c1ccccn1,.,-2.4
C[C@H](CO)N1C[C@H](C)[C@@H](CN(C)C(=O)Nc2ccccc2)Oc2ccc(NC(=O)Cc3cn(C)c4ccccc34)cc2C1=O,-0.8,-12.6
C[C@@H]1CN([C@@H](C)CO)C(=O)c2cc(NC(=O)CCCN(C)C)ccc2O[C@@H]1CN(C)Cc1ccc(-c2ccccc2)cc1,.,2.5
Cc1ccc(S(=O)(=O)N[C@H]2CC[C@H](CCn3cc(-c4cccc(F)c4)nn3)O[C@@H]2CO)cc1,4.3,-0.2
C[C@H](CO)N1C[C@H](C)[C@H](CN(C)Cc2ccc(Cl)c(Cl)c2)Oc2ccc(NC(=O)Nc3ccccc3)cc2CC1=O,.,1.8
C[C@H]1CN([C@@H](C)CO)C(=O)Cc2cc(N(C)C)ccc2O[C@H]1CN(C)S(=O)(=O)c1cccs1,-4.2,-23.5
C[C@H](CO)N1C[C@H](C)[C@H](CN(C)CC2CCCCC2)OCCCC[C@H](C)Oc2ccc(NS(C)(=O)=O)cc2C1=O,2.2,1.7
COc1cc(O)cc(OC)c1/C=N/NC(=O)CCCCCC(=O)Nc1ccccc1O,5.9,-0.4

Later entries:
Structure,EZH2 inh,IDH1 R132H inh
COc1cccc(N(CC(=O)O)S(=O)(=O)c2ccccc2)c1,-6.6,-0.2
COc1ccc(S(=O)(=O)N(C)C[C@H]2Oc3ccc(NS(=O)(=O)c4cccs4)cc3CC(=O)N([C@@H](C)CO)C[C@@H]2C)cc1,.,0.0
COC(=O)C[C@H]1C=C[C@@H](NC(=O)c2ccccc2)[C@H](CO)O1,7.5,0.1
COc1ccccc1-c1cnc2c(c1)C(=O)N([C@H](C)CO)C[C@H](C)[C@@H](CN(C)Cc1ccncc1)O2,.,2.1
C[C@H]1CN([C@@H](C)CO)C(=O)c2cc(NC(=O)c3ccncc3)ccc2O[C@@H]1CN(C)Cc1ccc(Oc2ccccc2)cc1,-24.6,0.3
CC(C)NC(=O)N(C)C[C@H]1Oc2cc(C3=CCCC3)ccc2S(=O)(=O)N([C@@H](C)CO)C[C@H]1C,-8.3,.
C[C@H]1CN([C@@H](C)CO)C(=O)c2cc(NC(=O)c3ccncc3)ccc2O[C@@H]1CN(C)Cc1ccc2c(c1)OCO2,-1.9,3.7
C[C@@H]1CN([C@H](C)CO)C(=O)Cc2cc(NC(=O)Nc3ccc(C(F)(F)F)cc3)ccc2O[C@H]1CN(C)Cc1ccccc1,-34.1,0.2
C[C@@H]1CN([C@@H](C)CO)C(=O)c2cc(NC(=O)Cc3ccccc3)ccc2O[C@@H]1CN(C)C(=O)Nc1cccc2ccccc12,-16.3,0.3
Cc1ncc([N+](=O)[O-])n1CC(=O)Nc1ccc(F)cc1,11.2,0.1
CCCC(=O)Nc1ccc2c(c1)OC[C@H](C)N(CCC(F)(F)F)C[C@@H](C)[C@@H](OC)CN(C)C2=O,-4.7,-0.2
CO[C@H]1CN(C)C(=O)c2cc(NC(C)=O)ccc2OC[C@@H](C)N(C(=O)C2CC2)C[C@@H]1C,6.4,0.1
C[C@@H]1CCCCO[C@@H](CN(C)C(=O)CCCN(C)C)[C@H](C)CN([C@@H](C)CO)C(=O)c2cc(NS(C)(=O)=O)ccc2O1,6.3,.
C/C=C/c1cnc2c(c1)C(=O)N([C@H](C)CO)C[C@H](C)[C@H](CN(C)C(=O)C1CCC1)O2,-1.5,-0.2
CC(C)NC(=O)Nc1cccc2c1O[C@H](CN(C)Cc1ccc(Cl)c(Cl)c1)[C@@H](C)CN([C@@H](C)CO)C2=O,-2.6,-0.1
C[C@H](CO)N1C[C@H](C)[C@@H](CN(C)CC2CC2)OCCCC[C@H](C)Oc2ccc(NS(=O)(=O)c3ccc(Cl)cc3)cc2C1=O,.,0.8
CC(C)CC#Cc1cnc2c(c1)C(=O)N([C@@H](C)CO)C[C@@H](C)[C@H](CN(C)C(=O)C1CCCCC1)O2,-14.2,-2.2
Cc1ccc(C)c(OCC(=O)Nc2cccc(-c3nnc(-c4ccco4)o3)c2)c1,31.7,0.0
CNC[C@H]1Oc2ccc(NC(=O)C3CC3)cc2CC(=O)N([C@@H](C)CO)C[C@H]1C,3.1,2.8
C[C@@H]1CCCCO[C@H](CN(C)C(=O)c2ccncc2)[C@@H](C)CN([C@H](C)CO)C(=O)c2cc(NC(=O)Cc3ccccc3)ccc2O1,.,-1.8

Rewritten with two lines to a compound: entries from further up.
Values run as follows: EZH2 inh	IDH1 R132H inh
C/C=C/c1cnc2c(c1)C(=O)N([C@H](C)CO)C[C@H](C)[C@H](CN(C)C(=O)C1CCC1)O2
  -1.5	-0.2
CC(C)NC(=O)Nc1cccc2c1O[C@H](CN(C)Cc1ccc(Cl)c(Cl)c1)[C@@H](C)CN([C@@H](C)CO)C2=O
  -2.6	-0.1
C[C@H](CO)N1C[C@H](C)[C@@H](CN(C)CC2CC2)OCCCC[C@H](C)Oc2ccc(NS(=O)(=O)c3ccc(Cl)cc3)cc2C1=O
  .	0.8
CC(C)CC#Cc1cnc2c(c1)C(=O)N([C@@H](C)CO)C[C@@H](C)[C@H](CN(C)C(=O)C1CCCCC1)O2
  -14.2	-2.2
Cc1ccc(C)c(OCC(=O)Nc2cccc(-c3nnc(-c4ccco4)o3)c2)c1
  31.7	0.0
CNC[C@H]1Oc2ccc(NC(=O)C3CC3)cc2CC(=O)N([C@@H](C)CO)C[C@H]1C
  3.1	2.8
